# High-throughput results deposited in PubChem BioAssay by several laboratories.
# Pemphigus Ab inh – blocks pemphigus antibody binding to human desmoglein-3 | AID 588358 | binding (percent of control), % at 10 µM | DSG3-coupled beads, scFv-anti-DSG3-GFP binding, flow cytometry; hits give low values | actives 0.48% (n = 310,000);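 active means binding more than 3 SD below its plate's average and above zero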;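 further: hits lower antibody fragment binding to DSG3; some compounds called inactive have numbers as strong as hits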
# HTR5A inv ag – counter-screen for OPRM1-OPRD1 inverse agonists: human HTR5A inverse agonism; actives 0.083% (n = 340,000); P47898; inhibition, % at 9.3 µM; HTR5A cell line, luminescence; AID 504634; in the data active means inhibition mostly above about 23%, no sharp cut-off; inactive means mostly below about 18%;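 further: 0% = cells with DMSO and 100% = no-cell wells with DMSO; some compounds called inactive have numbers as strong as hits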
# MOR-DOR inv ag – mu-delta opioid heterodimer inverse agonism | actives 0.21% (n = 340,000) | inhibition, % at 9.3 µM | cell-based MOR-DOR heterodimer luminescence | P35372+P41143; in the data active means inhibition above about 22%, passing the limit was not always enough;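 further: 0% = cells with DMSO and 100% = wells without cells with DMSO; values of inactives mirror those of a sister screen read the other way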
# Target sequence (P35372 whole entry, looked up): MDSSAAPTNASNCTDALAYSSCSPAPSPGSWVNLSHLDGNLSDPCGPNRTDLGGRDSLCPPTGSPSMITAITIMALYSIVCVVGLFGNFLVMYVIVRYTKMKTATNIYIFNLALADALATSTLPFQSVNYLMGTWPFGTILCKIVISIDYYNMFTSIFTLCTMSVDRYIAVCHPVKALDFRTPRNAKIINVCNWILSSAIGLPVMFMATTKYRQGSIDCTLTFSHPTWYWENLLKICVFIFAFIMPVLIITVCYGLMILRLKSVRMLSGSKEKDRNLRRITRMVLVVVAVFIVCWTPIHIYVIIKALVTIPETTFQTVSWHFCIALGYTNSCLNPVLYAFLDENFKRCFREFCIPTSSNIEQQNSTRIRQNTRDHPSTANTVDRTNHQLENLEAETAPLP
# Target sequence (P41143 whole entry, looked up): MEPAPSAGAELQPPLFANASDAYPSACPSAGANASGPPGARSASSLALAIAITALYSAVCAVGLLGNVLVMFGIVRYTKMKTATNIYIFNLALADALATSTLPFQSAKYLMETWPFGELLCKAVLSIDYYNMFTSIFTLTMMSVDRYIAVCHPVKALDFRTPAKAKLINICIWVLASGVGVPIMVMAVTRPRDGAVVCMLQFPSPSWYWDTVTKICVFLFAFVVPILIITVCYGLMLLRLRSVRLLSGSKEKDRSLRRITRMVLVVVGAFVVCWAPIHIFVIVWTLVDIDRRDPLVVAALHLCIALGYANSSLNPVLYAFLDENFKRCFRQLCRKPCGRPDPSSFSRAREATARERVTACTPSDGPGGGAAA
# MOR-DOR ag – agonists of human mu-delta opioid receptor heterodimerization | cells, OPRM1-OPRD1 heterodimerization, luminescence | activation, % at 9.3 µM | actives 0.3% (n = 340,000); in the data active means activation above about 18%;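 further: 0% = vehicle-treated cells and 100% = reference agonist; values of inactives mirror those of a sister screen read the other way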
# Arrestin-AP2 inh – inhibitors of human beta-arrestin and AP2 interaction; FITC-arrestin peptide / GST-AP2 beads, flow cytometry; AP2 beta2 appendage carries R879A mutation; inhibition, % at 10 µM; actives 0.31% (n = 340,000); AID 504490;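 active means inhibition above a set limit, near 3 SD of compounds lacking own fluorescence, cut at about 54% in these data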;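 further: plate controls were DMSO wells for no effect and 5 µM unlabelled arrestin peptide for full effect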
#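 test system = AP2 appendage R879A on GSH beads | buffer or medium = PBS plus Tween 20 (0.05%) and BSA (0.1%) | incubation = 12 min plus 1 h, RT | detection = bead flow cytometry, FITC channel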
# V-ATPase pH – regulators of yeast V-ATPase proton transport; S. cerevisiae, pHLuorin cytosolic pH fluorescence; response, % at 10 µM; actives 0.37% (n = 350,000); AID 504577; in the data active means response mostly above about 7.3%, no sharp cut-off; inactive means mostly below about 5.4%; further: actives read high; inactives centre near 0; some compounds called inactive have numbers as strong as hits; reference of the scale not given here
# PKA-R1A act – PKA-R1A complex activation | P00514+P68181 | AID 504707 | activation, % at 11.4 µM | actives 0.083% (n = 340,000) | PKA-R1A dissociation, Cy5-IP20 fluorescence polarization; scaled: DMSO 0%, 113 µM cGMP 100%;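 active means percent activation above the mean of all tested compounds plus 3 SD, cut at about 19% in these data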;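 further: higher means more PKAc released from R1A so a rise in polarization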
# PKA-R2B act – activators of human PKA-R2B complex; P22694+P31323; PKA-R2B holoenzyme dissociation, Cy5-IP20 fluorescence polarization; R2B truncated from residue 108, S112A mutant; 0% DMSO only, 100% 113 µM cGMP; activation, % at 11.4 µM; actives 0.079% (n = 340,000);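 active means activation above a cutoff set at the mean over all compounds plus 3 SD, cut at about 18% in these data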;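 further: higher means more holoenzyme dissociation and a rise in polarization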
# HTR5A ag ctr – activates human HTR5A in OPRM1-OPRD1 agonist counter-screen; P47898; HTR5A agonist assay, luminescence, cell-based; activation, % at 9.3 µM; actives 0.61% (n = 340,000); in the data active means activation mostly above about 9.5%, no sharp cut-off; inactive means mostly below about 7.6%;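 further: 0% = cells with vehicle only and 100% = reference agonist; strong numbers were not always called active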
# DAGLB inhibitor – diacylglycerol lipase beta (human) inhibition; actives 0.059% (n = 340,000); HEK293T DAGLB membrane lysate, EnzChek fluorogenic substrate; inhibition, % at 5.17 µM; AID 504411; Q8NCG7; in the data active means inhibition above about 34%;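 further: 0% = enzyme with vehicle and 100% = wells lacking enzyme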
# Active calls of the source: *; . = not tested or not shown.
1) CCOC(=O)c1[nH]c(C)c(C(=O)Nc2cc(OC)ccc2OC)c1C
2) CCC(CC)c1nnc(NC(=O)CCN2C(=O)c3ccccc3C2=O)s1
3) CCOC(=O)c1cccc(NS(=O)(=O)Cc2ccccc2)c1
4) CC(=O)c1ccc(OCc2cc(C(=O)NCCc3ccc(Cl)cc3)no2)cc1
5) COc1ccc(CN2CCN(Cc3ccc(C)cc3)CC2)c(OC)c1
6) Cc1ccc(NC(=O)c2ccncc2)cc1S(=O)(=O)N(C)C
7) COC(=O)Cn1cc(S(=O)(=O)NCc2ccc(C)cc2)c2cc([N+](=O)[O-])ccc21
8) O=C(COc1ccc2ccc(=O)oc2c1)NCc1ccccn1

compound no.,1,2,3,4,5,6,7,8
Pemphigus Ab inh,101,104,119,.,100,111,105,103
HTR5A inv ag,13,12,-4,-14,-16,6,-12,13
MOR-DOR inv ag,0,7,-13,-4,-6,15,20,9
MOR-DOR ag,0.0,-1.4,2.2,0.7,1.2,-2.8,-4.2,-1.7
Arrestin-AP2 inh,24,-6,-10,-10,-6,2,18,4
V-ATPase pH,-3,-4,2,4,3,-1,1,-4
PKA-R1A act,-3,6,7,-6,7,2,-7,-2
PKA-R2B act,-7,4,-6,2,-1,0,-12,13
HTR5A ag ctr,-4,-6,2,-4,4,4,3,-1
DAGLB inhibitor,-4,6,0,0,-1,-1,-2,-1

9) COc1ccc(NC(=O)N2CCCC2C(=O)Nc2ccc(C)cc2)cc1 (stereo not drawn)
10) CCC(=O)N(C)C[C@H]1Oc2cc(Br)ccc2S(=O)(=O)N([C@@H](C)CO)C[C@H]1C
11) O=C(NC1CCCCC1)c1ccc(CS(=O)(=O)Cc2ccccc2F)o1
12) CCc1ccc(-n2nc3ccc(NC(=O)c4ccc5c(c4)OCO5)cc3n2)cc1
13) OCCNc1nc(-c2ccccc2)nc2ccccc12
14) O=C(NCc1ccc(Cl)cc1)c1cnccn1
15) Cc1ccc(-c2csc(NC(=O)Cc3cccs3)n2)cc1C
16) CN1CCN(S(=O)(=O)Cc2ccccc2Cl)CC1

compound no.,9,10,11,12,13,14,15,16
Pemphigus Ab inh,104,.,99,.,106,104,98,107
HTR5A inv ag,-16,.,-32,2,6,-1,-10,-6
MOR-DOR inv ag,10,.,-19,-87,2,-6,-35,13
MOR-DOR ag,-1.6,.,3.4,17,-0.3,1.1,5.9,-3.9
Arrestin-AP2 inh,32,.,11,-5,-15,-4,-31,19
V-ATPase pH,0,3,3,-3,5,4,-2,0
PKA-R1A act,9,16,-3,-1,-8,10,4,3
PKA-R2B act,3,0,2,16,-3,-3,-15,0
HTR5A ag ctr,5,.,13,-2,1,3,-1,0
DAGLB inhibitor,-2,2,1,-2,0,0,-13,0

17) COc1c(S(=O)(=O)NCCCn2ccnc2)ccc(Cl)c1Cl
18) Cc1ccc(SCC(=O)NC(=O)NCCC(C)C)c(C)c1
19) Clc1ccc2oc3c(Cl)ncnc3c2c1
20) O=C1C2CCCN2C(c2ccc(F)cc2)N1c1ccc(Cl)cc1 (stereo not drawn)
21) COc1cccc(-c2nnc(SCC(=O)N(C(C)C)C(C)C)o2)c1
22) CCN(CC(=O)NCc1cccs1)CC(=O)Nc1ccccc1C
23) O=C(Nc1cc(C(F)(F)F)ccc1-n1cncn1)c1cn2ccccc2n1
24) Cn1nc(C(F)(F)F)c(-c2ccccc2)c1NC(=O)c1cccnc1

compound no.,17,18,19,20,21,22,23,24
Pemphigus Ab inh,109,98,89,118,99,.,100,.
HTR5A inv ag,5,-30,-28,0,-4,-4,1,-19
MOR-DOR inv ag,18,-32,-1,13,6,11,4,16
MOR-DOR ag,-3.5,6.5,0.1,-2.6,-1.2,-2.8,-1.1,-3.2
Arrestin-AP2 inh,-1,5,4,14,-1,5,-11,-5
V-ATPase pH,1,-3,-3,0,1,0,3,-4
PKA-R1A act,6,-14,5,2,2,-3,2,-2
PKA-R2B act,2,-10,-9,-1,0,-10,-5,4
HTR5A ag ctr,-1,10,10,0,2,0,0,0
DAGLB inhibitor,0,1,-6,-5,-3,0,0,-1

25) O=C(O)C1CC(O)CN1S(=O)(=O)c1ccc2ccccc2c1 (stereo not drawn)
26) CCOC(=O)C1=C(C)N=c2s/c(=C\c3cc(OC)c(OC)c(OC)c3)c(=O)n2C1/C=C/c1ccccc1 (stereo not drawn)
27) O=c1c(Cl)c(NCCCO)cnn1-c1nc2ccccc2[nH]1
28) N#Cc1cc(Oc2cccc3cccnc23)c(-n2nnc3ccccc32)cc1C#N
29) Cc1cccc(C(=O)NCC(=O)NC2CCC(C)CC2)c1 (stereo not drawn)
30) COc1cccc(OC)c1CNC(=O)C1CCC(=O)N(CC2CCCCC2)C1 (stereo not drawn)
31) COc1ccc(C2CC(c3cccs3)=NN2S(C)(=O)=O)cc1 (stereo not drawn)
32) O=C(O)c1cc([N+](=O)[O-])ccc1NCc1ccccc1

compound no.,25,26,27,28,29,30,31,32
Pemphigus Ab inh,110,111,110,109,98,98,104,102
HTR5A inv ag,0,-3,2,-4,8,25,7,1
MOR-DOR inv ag,-2,5,8,-1,-23,15,13,4
MOR-DOR ag,0.5,-0.9,-1.8,0.2,3.7,-3.0,-2.4,-0.8
Arrestin-AP2 inh,-5,4,0,17,-2,6,-6,23
V-ATPase pH,0,-34,-11,-1,-2,-4,3,1
PKA-R1A act,9,-1,5,7,1,-10,-2,1
PKA-R2B act,-3,-11,-1,5,-7,1,1,-11
HTR5A ag ctr,0,1,-1,1,-3,0,-3,0
DAGLB inhibitor,1,1,-12,6,2,1,-4,5

33) Nc1nc(-c2ccccc2)c(N=Nc2ccccc2Cl)s1
34) Cc1ccc(/C=N/N2C(=O)C3C(C2=O)C2C=CC3C23CC3)o1 (stereo not drawn)
35) CCOc1ccc(Br)cc1/C=N/NC(=O)c1ccncc1
36) O=C(c1ccccn1)N1CC=C(c2ccccc2)CC1
37) COc1cc(/C=C2/C(=N)N3N=C(C)SC3=NC2=O)ccc1OS(=O)(=O)c1ccc(C)cc1
38) O=C(OCCN1CCCC1=O)c1cncc(Br)c1
39) COCCCN1C(=O)c2ccc(C(=O)Nc3ccc(C)cc3C)cc2C1=O
40) Cc1ccc(CSCC(=O)Nc2c(C)n(C)n(-c3ccccc3)c2=O)cc1

compound no.,33,34,35,36,37,38,39,40
Pemphigus Ab inh,101,106,108,101,.,105,101,126
HTR5A inv ag,28,-7,-2,11,9,-3,-4,-5
MOR-DOR inv ag,9,-3,5,7,-1,-1,-1,11
MOR-DOR ag,-1.8,0.5,-0.9,-1.3,0.1,0.2,0.3,-2.0
Arrestin-AP2 inh,25,14,-1,7,4,-7,-1,22
V-ATPase pH,-1,0,0,0,2,-1,-1,-2
PKA-R1A act,-1,0,-12,2,1,-2,12,-7
PKA-R2B act,0,3,2,3,-2,-8,10,-6
HTR5A ag ctr,-12,3,-3,-4,-4,0,1,3
DAGLB inhibitor,65*,-2,-1,-1,3,0,-1,1

41) CCCCn1cnc2c(SCc3ccc(Br)cc3)nc(N)nc21
42) COc1ccc(CCNC(=O)C2CCN(c3nccc(C)n3)CC2)cc1
43) COc1ccc(N=c2oc3cc(O)ccc3cc2C(=O)Nc2ccccn2)cc1OC
44) O=C(O)c1ccc(N/N=C/c2cn(Cc3ccccc3F)c3ccccc23)cc1
45) CC(=O)OCC(=O)N1CCN(c2ccc([N+](=O)[O-])cc2)CC1
46) Cc1nnc(SCc2ccc(C(=O)O)cc2)s1
47) CCN(CC(=O)Nc1ccccc1C(F)(F)F)CC(=O)c1[nH]c(C)c(C(C)=O)c1C
48) Cc1ccccc1CN(C)C(C)C(=O)Nc1ccccc1F (stereo not drawn)

compound no.,41,42,43,44,45,46,47,48
Pemphigus Ab inh,94,99,101,105,106,110,105,99
HTR5A inv ag,-8,5,-8,-18,-23,-18,.,5
MOR-DOR inv ag,-17,5,5,-20,22,9,.,-8
MOR-DOR ag,3.9,-1.1,-0.9,4.0,-4.6,-1.8,.,1.5
Arrestin-AP2 inh,-12,-4,8,-10,6,20,.,5
V-ATPase pH,-1,-1,-2,-2,-5,0,2,1
PKA-R1A act,1,4,-1,1,-10,-3,-6,-11
PKA-R2B act,5,10,-3,-8,-18,1,-13,3
HTR5A ag ctr,2,-2,3,6,-7,16*,.,-2
DAGLB inhibitor,-2,0,-1,7,1,0,-3,-9

# Single values from the results shown:
# Under Pemphigus Ab inh, cpd 45 shows 106
# Under PKA-R2B act, cpd 47 shows -13
# Under DAGLB inhibitor, cpd 43 shows -1
# Under MOR-DOR ag, cpd 42 shows -1.1

# Carrying on.
49) CCOC(=O)Nc1ccc2c(COC(=O)CN(C)S(=O)(=O)c3ccc(C)cc3)cc(=O)oc2c1
50) Cc1cc(C)n(CC(=O)N/N=C/c2ccco2)n1
51) COc1ccc(CC(=O)NNC(=S)NCC2CC2)cc1OC
52) CCOC(=O)C1(C(=O)OCC)C(c2ccccc2)CC(O)N1C(C)=O (stereo not drawn)
53) CC(=O)c1ccc(N2CCN(C(=O)C3CCCN3S(=O)(=O)c3cccc4nsnc34)CC2)cc1 (stereo not drawn)
54) O=C(Nc1ccc(S(=O)(=O)Nc2ncccn2)cc1)c1ccc(F)c(S(=O)(=O)N2CCOCC2)c1
55) CN(CCc1cn[nH]c1)C(=O)CC1C(=O)NCCN1Cc1ccccc1C(F)(F)F (stereo not drawn)
56) COc1ccccc1Nc1nnc(Cc2ccccc2)c(=O)[nH]1
57) COc1ccccc1-n1c(=O)c(C#N)c(-c2ccc([N+](=O)[O-])cc2)c2cc(C(=O)c3cc(F)ccc3O)cnc21

compound no.,49,50,51,52,53,54,55,56,57
Pemphigus Ab inh,73,102,101,100,100,98,114,97,75
HTR5A inv ag,-2,9,3,4,3,-15,20,-10,-1
MOR-DOR inv ag,-1,14,18,13,-1,0,-13,15,-9
MOR-DOR ag,0.2,-2.8,-3.7,-2.6,0.1,0.0,1.8,-2.9,1.8
Arrestin-AP2 inh,29,2,10,12,18,9,-1,-12,42
V-ATPase pH,-2,-2,2,1,19,7,1,-1,2
PKA-R1A act,-4,-6,-10,-7,2,2,2,-11,-9
PKA-R2B act,6,0,-10,6,10,-3,0,-16,-4
HTR5A ag ctr,1,-2,2,-1,2,7,2,4,3
DAGLB inhibitor,2,0,-3,1,2,-1,-1,-2,2

# Record cards (already shown). Values in the order: Pemphigus Ab inh	HTR5A inv ag	MOR-DOR inv ag	MOR-DOR ag	Arrestin-AP2 inh	V-ATPase pH	PKA-R1A act	PKA-R2B act	HTR5A ag ctr	DAGLB inhibitor
# O=C1C2CCCN2C(c2ccc(F)cc2)N1c1ccc(Cl)cc1 (stereo not drawn) in the list: 118	0	13	-2.6	14	0	2	-1	0	-5
# Cc1ccc(SCC(=O)NC(=O)NCCC(C)C)c(C)c1 in the list: 98	-30	-32	6.5	5	-3	-14	-10	10	1
# COc1cccc(-c2nnc(SCC(=O)N(C(C)C)C(C)C)o2)c1 in the list: 99	-4	6	-1.2	-1	1	2	0	2	-3
# Cc1ccc(-c2csc(NC(=O)Cc3cccs3)n2)cc1C in the list: 98	-10	-35	5.9	-31	-2	4	-15	-1	-13
